LYP phosphatase: PTPN22 lymphoid phosphatase activity blockers – biochemical, fluorescence intensity, uHTS (AID 1779); recombinant LYP phosphatase, fluorescence intensity; higher % means a stronger effect; inhibition, % at 11.5 µM; hits with a dose series show IC50 in µM; 290,000 tested, 0.054% active;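 note: plate controls were vehicle with enzyme for no effect and no enzyme for full effect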
M1AAP inhibition: P. falciparum M1AAP inhibitors, biochemical, fluorogenic H-Leu-NHMec substrate, 1536-well (AID 1445); recombinant M1AAP, H-Leu-NHMec fluorogenic kinetic assay; higher % means a stronger effect; inhibition, % at 30 µM, or IC50 in µM where a hit was titrated; 220,000 tested, 0.42% active;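 active = primary inhibition above the hit cutoff, then over 50% inhibition at one or more dose response concentrations, cut at about 23% in these data, passing the limit was not always enough; inconclusive = conflicting primary data, or primary hits not chosen for dose response; inactive = low primary inhibition, or under 50% at every dose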;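 note: plate controls were DMSO full reaction for no effect and no enzyme background for full effect; strong numbers were not always called active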
Siah-1 displacement: blockers of Siah-1 interaction with plectin peptide – biochemical, fluorescence polarization, rhodamine-plectin, uHTS, primary screen (AID 1817); Siah-1 / rhodamine-plectin peptide fluorescence polarization; higher % means a stronger effect; one-dose displacement, % at 20 µM; IC50 in µM for titrated hits; 290,000 tested, 0.02% active;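 active = displacement of at least 50% at 20 µM, with a fluorescence ratio check between 0.3 and a set limit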;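 note: plate controls were Siah plus tracer with DMSO for no effect and tracer alone without Siah for full effect; strong numbers were not always called active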
human PMI inhibition: inhibitors of human PMI, primary screen, biochemical, fluorescence intensity, coupled assay (AID 1209) | purified PMI enzyme, coupled fluorescence intensity; higher % means a stronger effect | inhibition, % at 20 µM, or IC50 in µM where a hit was titrated | 190,000 tested, 0.42% active;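 note: plate controls were DMSO vehicle for no effect and wells lacking substrate for full effect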
P. falciparum M17LAP: P. falciparum M17LAP inhibitors, primary screen, biochemical, fluorogenic H-Leu-NHMec substrate, 1536-well (AID 1619); one-dose inhibition, % at 30 µM; IC50 in µM for titrated hits; 220,000 tested, 0.38% active; recombinant M17LAP, H-Leu-NHMec fluorogenic kinetic assay; higher % means a stronger effect;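 active = compound inhibiting the enzyme by more than half at any dose during confirmatory dose-response retesting; inconclusive = strong single-dose inhibitors picked by rank but not retested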;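 note: plate controls were full reaction with DMSO carrier for no effect and no enzyme background for full effect; strong numbers were not always called active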
AID2073: disruptors of CaV2.2 binding to Mint1 – biochemical, HTRF (AID 2073). inhibition, % at 20 µM; hits with a dose series show IC50 in µM. 290,000 tested, 0.19% active. HTRF protein-protein interaction, Mint1-CaV2.2; higher % means a stronger effect; in the data active = inhibition mostly above about 51%, no sharp cut-off; inconclusive = no clear call, values can overlap the other calls; inactive = mostly below about 53%; note: some results filed as inactive read as strong as hits
XIAP displacement: XIAP antagonists, biochemical, IAP family, fluorescence polarization (AID 1018); XIAP BIR domain, fluorescence polarization peptide displacement; higher % means a stronger effect; one-dose displacement, % at 20 µM; IC50 in µM for titrated hits; 200,000 tested, 0.007% active; in the data active = displacement above about 50%; note: a part of the inactive calls stands beside numbers as strong as those of hits
human PMI inhibitors: MPI inhibition at elevated mannose 6-phosphate – biochemical, fluorescence intensity, high mannose 6-phosphate, primary screen (AID 1220); recombinant PMI enzyme, coupled fluorescence intensity; higher % means a stronger effect; one-dose inhibition, % at 20 µM; IC50 in µM for titrated hits; 190,000 tested, 0.66% active
Dynein transport: blocks dynein driven cargo transport along microtubules; 3617.4 mouse cells, GR-EGFP nuclear translocation imaging; test concentration mostly 20 µM; stimulated with dexamethasone, 1 µM; stronger effect = lower value; z-score, hits read low; 220,000 tested, 0.47% active; AID 1381;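 active = plate z-score of nuclear minus cytoplasmic receptor signal below a set negative limit, without overly bright fluorescence or cell loss, cut at about -3.5 in these data, passing the limit was not always enough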;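 note: z-score of nuclear minus cytoplasmic ring GR-EGFP intensity difference per well; some compounds called inactive have numbers as strong as hits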
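Buffer or medium: Induction medium lacking tetracycline, stripped serum | Also added: Dexamethasone agonist, 1.0 µM final, for 30 min | Timing: 48 h induction, 1 h compound, 30 min dex at 37 °C | Detection: Formaldehyde fixation, Hoechst nuclear stain, 10x automated fluorescence imaging | Measure: Nuclear versus cytoplasmic GR-EGFP signal, averaged per well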
Dynein transport cytoplasmic EGFP: also measured in Dynein transport; calls as there; z-score; measured here: cytoplasmic GR-EGFP intensity; stronger effect = higher value
Dynein transport nuclear GR-EGFP: also measured in Dynein transport; calls as there; z-score; measured here: nuclear GR-EGFP intensity;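 lower value marks the stronger effect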
Dynein transport cell count: recorded beside Dynein transport, whose call it bears; z-score; measured here: cell count per field
The depositor's hits bear a star; u = inconclusive; x = no result given. Cut-off read from the data, not from the text of the source, unless noted: active = inhibition above about 50%; inactive = the rest.

SMILES	LYP phosphatase	M1AAP inhibition	Siah-1 displacement	human PMI inhibition	P. falciparum M17LAP	AID2073	XIAP displacement	human PMI inhibitors	Dynein transport	Dynein transport cytoplasmic EGFP	Dynein transport nuclear GR-EGFP	Dynein transport cell count
NNC(=O)c1cccc(COc2ccccc2Br)c1	-4.9%	8.1%	0.4%	2.9%	-3.8%	2.7%	0.1%	4.3%	-0.059	-0.181	0.266	-0.586
CC(=O)C1=C(c2ccccc2)NC(=O)NC1c1ccc(O)c(O)c1 (stereo unspecified)	-2.7%	0.7%	-4.6%	61.3%*	29.3%	-2.1%	-11.2%	32.5%	0.453	-0.27	0.801	-0.573
O=C(CSc1nc2ccccc2s1)CSc1nc2ccccc2s1	1.3%	5.6%	-1.6%	7.7%	19.9%	-2.8%	-7.5%	4.5%	-0.29	-0.141	0.149	0.583
Cc1cc2nncn2c(Cc2ccccc2)n1	-5.4%	3.8%	1.0%	-0.7%	6.9%	-6.3%	-8.6%	2.3%	1.25	-0.128	0.828	-0.199
CN1CCN(S(=O)(=O)c2cccc(C(=O)NCc3ccc(Cl)cc3)c2)CC1	-6.0%	0.4%	1.3%	-1.2%	32.5%	2.4%	-5.8%	0.3%	1.59	-0.21	0.461	-0.339
O=C(CSCc1ccccc1)Nc1ccccc1C(=O)Nc1ccc(C(=O)O)cc1	-2.9%	4.3%	-1.2%	x	1.6%	6.7%	x	x	-0.196	-0.269	0.325	0.82
CCCSc1nc(C)cc(C)c1S(=O)(=O)c1ccccc1C	3.8%	11.7%	3.1%	8.3%	-10.2%	-3.1%	0.2%	9.4%	-0.0233	-0.23	-0.154	0.139
COCC(C)NC(=O)CSc1nnc(-c2cccc(S(=O)(=O)N3CCCCC3)c2)o1 (stereo unspecified)	-6.1%	-4.9%	6.2%	-3.5%	-11.2%	7.8%	-0.5%	-1.5%	-0.758	-0.243	-0.527	0.768
CC1Cc2nc(SCC(=O)Nc3ccc4c(c3)OCO4)n(Cc3ccccc3)c(=O)c2S1 (stereo unspecified)	3.4%	12.6%	-2.1%	3.6%	4.0%	12.6%	-6.3%	-1.8%	0.798	-0.236	0.333	0.445
CCOCC(=O)Nc1cc(S(=O)(=O)N2CCOCC2)ccc1N1CCCCC1	5.3%	-1.0%	-5.0%	46.3%	-0.2%	7.4%	-1.8%	15.5%	-0.65	-0.179	-0.188	0.542
c1cncc(-c2noc(CC3CCCCC3)n2)c1	-7.5%	17.3%	-0.3%	0.4%	-9.2%	5.6%	-3.9%	1.9%	-0.404	-0.294	-0.0242	1.14
Cc1ccc(NC(=O)CN(C)C(=O)c2nn(C)c(=O)c3ccccc23)cc1	-1.9%	3.8%	0.8%	x	2.0%	3.2%	x	x	-0.506	-0.238	-0.476	0.0392
CCn1c(=O)cc(OCC(=O)NCc2ccc(C)o2)c2ccccc21	0.3%	4.6%	-1.4%	1.0%	15.3%	-4.5%	-5.2%	1.8%	-0.585	-0.233	0.208	0.0577
CCCc1nc2oc3c(NCC(C)O)ncnc3c2c2c1CCCC2 (stereo unspecified)	-8.8%	9.3%	0.0%	x	-1.4%	11.0%	x	x	0.364	-0.279	0.121	0.228
CCCCCC(=O)N1CC2(CC(c3cccc(NC(=O)[C@@H]4CCC(=O)N4)c3)=NO2)C[C@@H]1C(N)=O (stereo partly specified)	-4.5%	2.6%	-2.4%	x	-1.9%	-3.1%	x	x	0.0582	-0.779	0.0834	0.0505
OC(COCC1COc2ccccc2O1)CN1CCN(c2ccc(F)cc2)CC1 (stereo unspecified)	-4.3%	-0.6%	-1.0%	-14.3%	-1.8%	-5.4%	-11.6%	-18.0%	-0.582	-0.12	-0.408	0.0368
CCSc1nc2c(cnn2-c2ccc(C)c(C)c2)c(=O)[nH]1	-12.4%	-2.5%	2.8%	-2.9%	-0.2%	1.8%	-6.3%	-8.1%	0.701	-0.0605	0.755	-0.809
COc1cccc(/C=N/NC(=O)c2ccc(=O)n(C)c2)c1O	4.3%	-0.4%	-3.2%	0.8%	-2.6%	14.8%	-6.1%	-26.7%	0.189	-0.225	0.226	0.17
CC1=CC(C)(C)Nc2ccc(OC(=O)CCN3C(=O)c4ccccc4C3=O)cc21	2.2%	3.6%	5.9%	23.6%	3.1%	-10.1%	-3.0%	15.6%	-0.501	0.191	-0.486	-0.379
Cc1cc(C)cc(-n2nc(C)cc2N)c1	-8.2%	13.9%	-3.1%	11.1%	6.0%	-0.9%	-5.8%	8.4%	0.434	0.0442	0.651	-0.914

Full records as entered above.
`COc1cccc(/C=N/NC(=O)c2ccc(=O)n(C)c2)c1O` is listed with LYP phosphatase: 4.3%; M1AAP inhibition: -0.4%; Siah-1 displacement: -3.2%; human PMI inhibition: 0.8%; P. falciparum M17LAP: -2.6%; AID2073: 14.8%; XIAP displacement: -6.1%; human PMI inhibitors: -26.7%; Dynein transport: 0.189; Dynein transport cytoplasmic EGFP: -0.225; Dynein transport nuclear GR-EGFP: 0.226; Dynein transport cell count: 0.17
`CCSc1nc2c(cnn2-c2ccc(C)c(C)c2)c(=O)[nH]1` is listed with LYP phosphatase: -12.4%; M1AAP inhibition: -2.5%; Siah-1 displacement: 2.8%; human PMI inhibition: -2.9%; P. falciparum M17LAP: -0.2%; AID2073: 1.8%; XIAP displacement: -6.3%; human PMI inhibitors: -8.1%; Dynein transport: 0.701; Dynein transport cytoplasmic EGFP: -0.0605; Dynein transport nuclear GR-EGFP: 0.755; Dynein transport cell count: -0.809

Further records.
SMILES	LYP phosphatase	M1AAP inhibition	Siah-1 displacement	human PMI inhibition	P. falciparum M17LAP	AID2073	XIAP displacement	human PMI inhibitors	Dynein transport	Dynein transport cytoplasmic EGFP	Dynein transport nuclear GR-EGFP	Dynein transport cell count
O=C(O)C1C2C=CC(C2)C1C(=O)NC1CCN(Cc2ccccc2)CC1 (stereo unspecified)	-12.3%	0.6%	-2.3%	-1.1%	-1.3%	5.7%	-6.1%	-10.6%	2	-0.0436	1.52	-1.59
CCCn1ncc(CN2CCN(Cc3ccc(C)o3)C(CCO)C2)c1C (stereo unspecified)	-7.4%	1.9%	11.5%	x	2.5%	-2.9%	x	x	0.274	-0.184	0.133	-0.158
CS(=O)(=O)N(Cc1ccccc1)c1ccc(C(=O)Nc2ccccc2Sc2ccccc2)cc1	6.8%	1.1%	-2.1%	21.5%	-7.4%	u	-1.6%	14.3%	1.22	-0.0322	0.444	-1.69
Cc1ccc(NS(=O)(=O)c2cc(C(=O)O)ccc2Cl)cc1	-7.1%	-1.3%	1.1%	4.4%	-49.2%	0.4%	-18.4%	2.2%	3.53	-0.224	2.14	-2.28
Cc1c(C(=O)NC(C)C)sc2ncn(CC(=O)N3CCC(C)CC3)c(=O)c12	-5.6%	0.7%	0.6%	2.2%	-0.3%	1.9%	-4.4%	-3.8%	0.476	-0.0562	0.0889	1.19
Cc1cc(C(=O)OCC(=O)c2ccc3c(c2)NC(=O)CO3)c2ccccc2n1	0.5%	1.2%	1.7%	5.7%	12.0%	10.7%	-17.5%	1.0%	0.0317	-0.274	0.689	0.417
O=C(N/N=C/c1ccccc1)c1[nH]c2ccc(Br)cc2c1-c1ccccc1	0.3%	-4.6%	0.8%	15.4%	-9.5%	-4.6%	-12.5%	11.1%	-0.85	-0.233	-0.135	0.566
C=C(C)CSc1nc2ccccc2[nH]1	0.6%	8.5%	2.3%	-1.1%	3.5%	0.9%	-5.7%	-1.3%	-0.666	-0.185	0.469	-0.16
CC1C/C(=C/c2ccncc2)C(=O)/C(=C/c2ccncc2)C1 (stereo unspecified)	-2.2%	2.1%	8.6%	-6.3%	31.7%	-9.8%	0.5%	-8.0%	-6.02*	2.02*	-2.64*	0.781*
CCSc1nnc(NC(=O)NC(C)(C(F)(F)F)C(F)(F)F)s1	-0.6%	0.1%	5.6%	-1.4%	-0.5%	29.7%	-3.1%	-7.5%	1.15	-0.0503	2.15	-1.6
CSc1cccc(NC(=O)CN(C)S(=O)(=O)c2ccc(F)cc2)c1	-11.1%	-1.1%	4.0%	5.9%	-2.6%	1.5%	-4.5%	1.3%	-1.08	-0.247	-0.674	0.903
CC(CN1CCCC(C(N)=O)C1)c1ccccc1 (stereo unspecified)	1.7%	3.2%	3.7%	6.1%	-2.9%	-1.5%	0.9%	1.3%	-1.17	-0.244	-0.244	1.8
CCN(Cc1ccccc1)S(=O)(=O)c1ccc2c(c1)NC(=O)CC(=O)N2	-5.6%	0.5%	-0.1%	-8.7%	0.9%	-2.7%	-7.9%	-7.1%	0.118	-0.0712	0.397	-0.521
CCOC(=O)N1CCN(C(=O)COc2ccc(S(=O)(=O)NC3CCCCC3)cc2C)CC1	2.0%	8.4%	4.7%	16.0%	-0.1%	0.9%	-1.3%	16.9%	-0.558	-0.251	-0.479	1.08
CC(=O)Nc1ccc(S(=O)(=O)NC2(C(F)(F)F)C(=O)Nc3c2c(=O)[nH]c(=O)n3Cc2ccccc2)cc1 (stereo unspecified)	-4.9%	6.4%	5.8%	-6.9%	44.9%	-9.0%	0.7%	-5.3%	-0.0154	-0.05	0.177	0.413
O=C(NN=C(Cc1ccccc1)Cc1ccccc1)c1ccc(F)cc1	-0.9%	-3.5%	-0.6%	1.4%	15.0%	2.5%	-29.0%	3.4%	-0.529	-0.302	-0.58	0.784
C=CCOc1c(CNc2ccc(C(=O)O)cc2)cccc1OCC	-9.2%	0.9%	4.1%	1.2%	6.3%	5.8%	-3.1%	1.3%	0.192	-0.0668	0.0807	-0.745
COc1ccc(N(CC(=O)NCc2cccs2)S(=O)(=O)c2c(C)n[nH]c2C)cc1	-3.4%	-4.2%	4.2%	12.9%	-1.8%	-0.2%	-7.8%	14.8%	-0.866	-0.449	-0.347	0.468
CC(=O)N1CCN=C1SCc1ccc(F)cc1	-4.6%	7.1%	-3.1%	7.1%	13.6%	-10.4%	-4.1%	13.8%	-0.683	-0.263	-0.333	0.678
CCC1CCC2(CC1)NNC(=S)NN2	-11.3%	-1.1%	-0.9%	-42.8%	-7.5%	-10.4%	-6.0%	-80.7%	0.251	0.634	0.391	-0.232

Screening data as filed in PubChem.

Rows are unselected; about 2.1% have a hit in one of these screens.
